Screening data: PubChem, National Center for Advancing Translational Sciences (NCATS)
Coupling enz = qHTS Assay for Inhibitors of Fructose-1,6-bisphosphate Aldolase from Giardia Lamblia: Coupling assay counterscreen; coupling enzyme system counterscreen, AmpLite Red fluorescence; activity change, negative = inhibition, % at 58.2 µM, hits read low; actives 0.67% (n = 290,000); AID 2472, 2010; in the data active = activity change below about -30%; note: % is set by controls: 0 for no effect and ±100 for the full control effect
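Fluorescence at 525 nm excitation and 598 nm emission measured inhibition of the coupled detection system without aldolase. Compounds (at 57.5 uM final) were preincubated 10 min at room temperature with coupling enzyme reagent before a 20 min substrate/AmpLite Red step.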
Tb PFK block = qHTS Assay to Find Inhibitors of T. brucei phosphofructokinase; ATP-dependent 6-phosphofructokinase (Trypanosoma brucei brucei), O15648; T. brucei PFK, ADP-Glo luminescence; Potency, µM (highest dose often 57.5 µM), for the others: at the highest dose activity, negative = inhibition, most hits filed as inhibitors; actives 0.17% (n = 330,000); AID 485367, 2010;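 note: potency is the fitted concentration of half-maximal effect; 0% = uninhibited 1x PFK enzyme wells and -100% = no-enzyme wells; nearly all actives have a fitted effect of over 60% in size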
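Luminescent ADP detection (ADP-Glo, two-step: ATP depletion then ADP-to-ATP conversion for luciferase) reported PFK activity after 45 min room-temperature reaction of 1.25 nM enzyme with 0.5 mM F6P and 0.1 mM ATP at pH 8.0.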
TSG101-PTAP inh = qHTS Assay for Iinhibitors of HIV-1 Budding by Blocking the Interaction of PTAP/TSG101; 340,000 tested, under 10 active; Potency, µM (doses to about 115 µM), without a hit: at the top dose activity change, negative = inhibition, most hits filed as inhibitors; Fluorescence polarization, FITC-PTAP peptide / Tsg101 binding; active = well fitted inhibition curve with a large enough effect in the main read-out, with a control signal flat, not every such curve was filed as active; inconclusive = small, poorly fitted or top-dose-only effect, or effect the other way, or a change in a side signal; inactive = no such curve, though single readings can be large or run the other way; note: potency is the fitted concentration of half-maximal effect; % of control where 0% means no effect
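Fluorescence polarization binding of Tsg101 binding domain (10 uM final) to FITC-labeled PTAP peptide (50 nM final) in HEPES pH 7.5 buffer with NaCl, Tween 20, EDTA, TCEP. Compounds added before peptide; binding 20 min at RT.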
ASM inhibitor = Inhibitors of Secretory Acid Sphingomyelinase (S-ASM): qHTS; Sphingomyelin phosphodiesterase (Homo sapiens), P17405; actives 0.006% (n = 340,000); placental ASM, HMU-PC fluorogenic substrate, 60 min; Potency, µM (series often up to 57.5 µM), without a hit: at the highest dose activity change, negative = inhibition, actives largely listed as inhibitors; note: potency is the fitted concentration of half-maximal effect
Target sequence (P17405 47-631 limits assumed): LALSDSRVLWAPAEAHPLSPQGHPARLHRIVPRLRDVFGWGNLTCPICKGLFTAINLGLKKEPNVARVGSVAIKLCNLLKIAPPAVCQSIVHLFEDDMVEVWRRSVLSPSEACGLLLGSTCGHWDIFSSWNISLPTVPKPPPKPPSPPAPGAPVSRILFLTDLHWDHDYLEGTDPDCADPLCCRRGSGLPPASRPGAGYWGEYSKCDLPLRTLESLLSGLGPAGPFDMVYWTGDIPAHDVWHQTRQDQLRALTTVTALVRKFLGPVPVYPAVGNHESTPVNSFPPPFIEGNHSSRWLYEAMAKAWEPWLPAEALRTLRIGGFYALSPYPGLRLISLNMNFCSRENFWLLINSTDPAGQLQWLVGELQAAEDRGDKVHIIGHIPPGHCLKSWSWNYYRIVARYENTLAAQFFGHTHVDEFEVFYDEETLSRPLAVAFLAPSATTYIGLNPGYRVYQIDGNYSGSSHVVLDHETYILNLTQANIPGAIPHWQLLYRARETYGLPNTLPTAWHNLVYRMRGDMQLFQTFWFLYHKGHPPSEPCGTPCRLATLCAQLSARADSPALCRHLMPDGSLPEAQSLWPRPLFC
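Fluorogenic HMU-PC substrate (9 uM final) is turned over by placental ASM in 60 min at 37 C after a 10 min compound preincubation. Reaction ended by alkaline stop (pH 10), with fluorescence read at 386/447 nm.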
a7 integrin act = qHTS for Activators of Integrin-Mediated Alleviation for Muscular Dystrophy; alpha7betagal myoblasts, beta-gal FDG fluorescence, 48 h; Potency, µM (titrated, usually from 38.3 µM), without a hit: top-dose activation, most hits filed as activators; actives 0.064% (n = 350,000);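 note: potency is the fitted concentration of half-maximal effect; 100% = response of the positive control SU9516; nearly all actives have a fitted effect of over 60% in size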
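Alpha7betagal+/- myoblasts (passage 13) were plated 16-24 hr, then exposed to compounds (1:260 dilution of DMSO stock) for 48 hours at 37C. After MPER lysis, β-galactosidase reporter activity was read as FDG fluorescence (ex 480/em 540) after 30 minutes.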
PKM2 act = qHTS Assay for Activators of Human Muscle isoform 2 Pyruvate Kinase; Pyruvate kinase PKM (Homo sapiens), P14618; purified PKM2, Kinase-Glo ATP luminescence, activation; response scale: 0% is enzyme alone, no compound; Potency, µM (titrated, usually from 57.5 µM), inactives show at the highest dose activation, actives largely listed as activators; actives 0.34% (n = 260,000); AID 1631, 2009; note: potency is the fitted concentration of half-maximal effect; % is set by controls: 0 for no effect and ±100 for the full control effect; nearly all actives have a fitted effect of over 55% in size
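Kinase-Glo luminescence reports ATP generated from ADP (0.1 mM) and PEP (0.5 mM) by purified hPK-M2 after 1 h at room temperature, pH 7.2 imidazole buffer; intermediate enzyme activity allows detecting inhibitors and activators.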
Menin MLL FP TR = qHTS Assay for Inhibitors Targeting the Menin-MLL Interaction in MLL Related Leukemias: Competition With Texas Red Labeled MLL-derived Mutant Peptide | O00255 | Menin + Texas Red MLL mutant peptide, fluorescence polarization | Potency, µM (series often up to 61.6 µM), for inactives: at the highest dose FP activity change, negative = inhibition, usual class: inhibitors | actives 0.23% (n = 270,000) | AID 1768, 2009; active = well fitted inhibition curve with a large enough effect in the polarisation, with a control signal flat, not every such curve was filed as active; inconclusive = small, poorly fitted or top-dose-only effect, or effect the other way, or a change in a side signal; inactive = no such curve, though single readings can be large or run the other way; the % refers to the polarisation; note: potency is the fitted concentration of half-maximal effect; % of control where 0% means no effect; many of its hits are not listed in these tables
Giardia killer = Small Molecules that selectively kill Giardia lamblia: qHTS; Giardia lamblia trophozoite viability; activity change, % at 7.66 µM, hits read low; actives 0.15% (n = 340,000); in the data active = activity change below about -80%; inconclusive = between about -30% and that limit;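 note: parasites exposed to compound for two days anaerobically before the ATP read; % is set by controls: 0 for no effect and ±100 for the full control effect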
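Compounds were tested on trophozoites seeded at 100 cells/well and held 48 hrs at 37 deg C anaerobically. An ATP-based luminescent kit measured the remaining live cells.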
B2AR arrestin = qHTS assay of beta-arrestin-biased ligands of beta2-adrenergic receptor | Beta-2 adrenergic receptor (Homo sapiens), P07550 | beta-arrestin recruitment to beta2AR, cell-based reporter | Potency, µM (highest dose often 46.1 µM), for the others: at the highest dose activation, hits mostly activators | actives 0.02% (n = 330,000) | AID 492947, 2010;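 note: potency is the fitted concentration of half-maximal effect; 0% = DMSO controls and full agonism = EC100 isoproterenol or metaproterenol; nearly all actives have a fitted effect of over 65% in size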
Target sequence (P07550 whole entry, looked up): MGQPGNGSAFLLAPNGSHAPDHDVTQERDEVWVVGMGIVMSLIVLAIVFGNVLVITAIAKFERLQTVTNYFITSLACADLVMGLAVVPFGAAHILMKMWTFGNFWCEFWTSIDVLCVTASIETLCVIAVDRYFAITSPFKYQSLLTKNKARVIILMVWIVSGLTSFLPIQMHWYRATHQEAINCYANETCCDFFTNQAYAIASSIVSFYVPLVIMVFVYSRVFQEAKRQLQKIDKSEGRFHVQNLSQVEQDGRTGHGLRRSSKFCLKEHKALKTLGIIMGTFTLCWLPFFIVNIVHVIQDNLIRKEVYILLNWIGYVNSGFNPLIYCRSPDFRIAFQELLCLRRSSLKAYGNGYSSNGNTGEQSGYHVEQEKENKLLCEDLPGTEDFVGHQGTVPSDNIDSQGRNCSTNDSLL
GALK inh = qHTS Assay for Inhibitors of Human Galactokinase (GALK) | P51570 | Potency, µM (titrated, usually from 57.5 µM), without a hit: top-dose activity change, negative = inhibition, hits mostly inhibitors | AID 1868, 2009 | Purified GALK, Kinase-Glo residual ATP luminescence | actives 0.007% (n = 270,000); note: potency is the fitted concentration of half-maximal effect; % is set by controls: 0 for no effect and ±100 for the full control effect
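Quantitative HTS: GALK 5 nM, ATP 35 uM, galactose 100 uM, 1 h room temperature, then luciferase-based ATP detection.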
BCR signal inh = qHTS Assay to Find Inhibitors of Chronic Active B-Cell Receptor Signaling; actives 0.05% (n = 340,000); ABC-DLBCL IkBa-CBG/CBR reporter, luminescence ratio, 4 h; AID 493014, 2011; Potency, µM (series often up to 46.1 µM), for inactives: top-dose ratio change, negative = lower green/red ratio, most hits filed as inhibitors; active = well fitted inhibition curve with a large enough effect in the signal ratio, with a control signal flat, not every such curve was filed as active; inconclusive = small, poorly fitted or top-dose-only effect, or effect the other way, or a change in a side signal; the % refers to the signal ratio;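 note: potency is the fitted concentration of half-maximal effect; plate controls were basal doxycycline-induced cells for no effect and cells given 10 µM MG132 for full effect; MG132 reads +100%, hits lower the ratio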
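TMD8 ABC-DLBCL cells carrying doxycycline-inducible green luciferase fused to IkappaBalpha plus unfused red luciferase were exposed to compounds (up to 46 uM) for 4 hrs at 37C. Activity came from the overlap-corrected green/red luminescence ratio.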
An asterisk follows results filed as active; ? = inconclusive; · = not tested or not shown; [ ] = another dose, or the depositor's remark. Unless noted, calls come from the whole dose curve; as a rule, active = well fitted curve in the direction sought with a large enough effect; inconclusive = small, poorly fitted or top-dose-only effect, or another doubt; inactive = no such curve, though single readings can be large; an effect the other way counts as inactive or inconclusive. Only part of the results is shown (hit frequency here may not be typical).

SMILES | Coupling enz | Tb PFK block | TSG101-PTAP inh | ASM inhibitor | a7 integrin act | PKM2 act | Menin MLL FP TR | Giardia killer | B2AR arrestin | GALK inh | BCR signal inh
COc1ccc(OC)c(NC(=O)c2cc3n(n2)C(C(F)(F)F)CC(c2ccc4c(c2)OCO4)N3)c1 (centres undefined) | -1 | -4% | -4% | -30% | -19%[7.66 µM] | 0% | ? | 2 | 0.4% | 3% | ?
CCN1C(=O)[C@@H]2[C@@H](c3ccc(-c4ccccc4)cc3)N3CCC[C@@]3(C(=O)OC)[C@@H]2C1=O | · | 10% | 2% | 1% | 11% | · | · | 3 | -0.9% | · | -1%
O=C(O)c1ccc(NC(=S)NC(=O)C(c2ccccc2)c2ccccc2)cc1 | 16 | ? | -4% | -7% | -12% | 3% | ? | -9 | -0.2% | -9% | -13%
O=C(Cc1ccc(Cl)cc1)N/N=C/c1cccc(O)c1 | 0 | 9.5µM* | -3% | -8% | -54%[inhibitor] | 1% | 8% | 17 | 0.4% | -4% | -15%
CSCCC(NC(=O)c1cc(C(C)(C)C)oc1C)C(=O)O (centres undefined) | 1 | 0% | -2% | 4% | 19% | -2% | 9% | 10 | -0.5% | -3% | 3%
CN(C)CCCNC(=O)CC1C[C@H](C(=O)N2CCOCC2)[C@@]2(CCC3CCCC3)c3[nH]c4ccccc4c3CCN2C1=O (some centres undefined) | · | 0% | 0% | 3% | -12% | · | · | -25 | -0.2% | · | -1%
COc1ccc(-n2ccnc2SCC(=O)Nc2cc(C)on2)cc1 | · | 0% | -1% | -2% | 11% | -17% | · | 3 | 0.3% | 6% | -10%
CCOc1ccc(NC2OC(CO)C(O)C(O)C2O)c([N+](=O)[O-])c1 (centres undefined) | 1 | 2% | -4% | -2% | 14% | 7% | -11% | 28 | 0.3% | 0% | 8%
Cc1c(C(=O)N(C)C)sc(NC(=O)c2cccc([N+](=O)[O-])c2)c1C#N | 2 | 1% | -7% | -2% | 9% | -4% | 2% | -7 | 0.2% | -1% | 5%
CCN(CC)c1nc2nonc2nc1N(CC)CC | -1 | 1% | -2% | 1% | 11% | -1% | -4% | 2 | -0.4% | 0% | -3%
CCOC(=O)C1CCN(C(=O)C2CCN(S(=O)(=O)N3CCCC3)CC2)CC1 | · | -1% | -2% | 6% | 1% | -3% | 25% | 16 | 0.5% | 2% | 1%
O=S(=O)(c1cccs1)N1CN(Cc2cccs2)c2nc3ccccc3nc21 | -15 | 0% | 1% | 0% | -16% | 4% | ? | 1 | -0.8% | 0% | 15%
CCOC(=O)C(NC(=O)Nc1ccc(Cl)cn1)(Oc1ccccc1)C(F)(F)F (centres undefined) | 2 | -5% | -4% | 0% | 14% | 0% | -2% | -3 | -0.7% | 2% | ?
CC(=O)NC1(C(Cl)(Cl)Cl)Oc2ccccc2O1 | 1 | -2% | -5% | 1% | -44%[inhibitor] | 0% | -17% | 1 | -0.5% | 2% | ?
CCC1(C)OC(=O)NN(c2ccc(C)cc2)C1(C)O (centres undefined) | -1 | -1% | 0% | 1% | -9% | 1% | 3% | -2 | -1.2% | 2% | -1%
CCCc1nnc(NC(=O)Cn2c(=O)oc3cc(Br)ccc32)s1 | 4 | 0% | ? | -15% | 23% | -4% | 7% | -1 | -0.3% | 5% | 5%
Nc1cccc(/C=C/c2ccncc2)c1 | -1 | -3% | -1% | 2% | 0% | -4% | 16% | -1 | -1.0% | -11% | ?
Cc1ccc(S(=O)(=O)Nc2ccc(Cl)cn2)cc1 | 4 | -2% | -4% | 15% | 23% | 2% | 3% | -12 | -2.5% | -1% | 9%
NC(=O)CSc1nnc(COc2ccccc2)n1N | 5 | -5% | -8% | -1% | ? | -1% | · | -20 | 0.3% | 4% | 4%
CCc1cccc(NC(=O)CC2Oc3ccccc3NC2=O)c1 (centres undefined) | 0 | 2% | -2% | -3% | 35% | · | -22% | 5 | -0.5% | 0% | 5%
O=C(COc1ccc(S(=O)(=O)N2CCCC2)cc1)N1CCCC1 | 1 | 7% | -10% | 0% | ? | 1% | 16% | -18 | -0.1% | 1% | 7%
CN(c1cccc(NC(=O)c2ccc(Cl)c(S(=O)(=O)N3CCOCC3)c2)c1)S(C)(=O)=O | · | 1% | -1% | -2% | -4% | 0% | · | -1 | -0.1% | -3% | -2%
COc1ccc(N(CCC(=O)Nc2ccccc2F)S(=O)(=O)c2ccc(C)cc2C)cc1 | · | 0% | -5% | -2% | 21% | · | · | 3 | -0.2% | · | 9%
CCN(CC)C(=O)c1sc(NC(=S)N2CCN(C(=O)C3CCCO3)CC2)c(C(=O)OC)c1C (centres undefined) | · | 3% | -4% | 0% | -28% | 1% | · | 8 | -0.8% | -8% | 3%
CC(=O)CSc1ncnc2c1oc1ccccc12 | 3 | -2% | -3% | 5% | 10% | -1% | 6% | 18 | -0.3% | 0% | -1%

Going on with the list.
SMILES | Coupling enz | Tb PFK block | TSG101-PTAP inh | ASM inhibitor | a7 integrin act | PKM2 act | Menin MLL FP TR | Giardia killer | B2AR arrestin | GALK inh | BCR signal inh
Cn1nc(-c2ccccc2)c(C#N)c1Sc1cccc(Cl)c1 | 6 | -1% | -3% | -6% | 9% | 0% | ? | -8 | 0.1% | 0% | 22%
CS(=O)(=O)c1ccc(C(=O)OCC(=O)NCc2cccs2)cc1[N+](=O)[O-] | · | 0% | -1% | -2% | -29% | · | · | 5 | -0.4% | · | ?
O=[N+]([O-])c1ccc(-c2ccc(/C=N/Nc3nc(NCc4ccccc4)nc(N4CCOCC4)n3)o2)cc1 | -1 | 0% | 3% | -20% | -66%[inhibitor] | 0% | ? | -2 | 0.0% | 0% | 6%
CC1CCN(C(=O)CCCC(=O)O)CC1 | -4 | -1% | 2% | 4% | -3% | -2% | -1% | -7 | 0.0% | · | 2%
COc1cc(CNC(=O)CCn2nc(C)c3c(C)n(-c4ccccc4)nc3c2=O)cc(OC)c1OC | · | 1% | -4% | 2% | ? | · | · | 4 | -0.2% | 1% | -5%
O=C1C2C3c4ccccc4C(c4ccccc43)C2C(=O)N1c1cccnc1 (centres undefined) | 0 | -2% | 0% | 6% | -12% | -5% | -13% | -2 | -0.9% | 1% | ?
Cc1cccc(OCCn2cnc(Cl)c2Cl)c1 | -4 | -8% | 0% | 0% | 27% | 8% | · | 0 | 0.0% | 1% | ?
O=c1[nH]c(=S)[nH]c2nc(-c3cccs3)cc(C(F)(F)F)c12 | 1 | 8% | -4% | 39%[activator] | 39% | · | 21% | -11 | 0.2% | -1% | ?
COc1ccc2sc(N(CCCN(C)C)C(=O)c3ccc(S(=O)(=O)N4CCCc5ccccc54)cc3)nc2c1 | · | 12% | 0% | -15% | -19% | · | · | 10 | 0.2% | · | -18%
O=[N+]([O-])c1ccccc1CCc1cnc(Cl)s1 | 2 | 3% | -4% | 2% | -27% | · | 1% | 11 | 0.2% | 3% | 9%
COn1c(C)c(C(C)=O)c2c3nonc3ccc21 | -47* | -6% | -9% | 183%[activator] | -1% | -7% | 9% | -7 | -0.2% | 0% | 4%
COc1ccc(C)cc1N(CC(=O)N/N=C/c1ccc2c(c1)OCO2)S(C)(=O)=O | 4 | 2% | -1% | -2% | -24% | -1% | -5% | 11 | -1.1% | -3% | ?
COCCCN1C(=O)CC(C(=O)OC)=C1C | -6 | -2% | 0% | 4% | -14% | 13% | -18% | 2 | -0.4% | -1% | 4%
